Compound activity deposited in PubChem by PCMD.
Yeast growth tox: Inhibits yeast growth, turbidity readout | S. cerevisiae wild-type growth, A595 turbidity, 16 h | AID 685 | growth inhibition, % at 25 µM (by protocol) | 30,000 compounds, 0.3% hits;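 active means mutant and wild-type yeast strains alike exhibit over 30% growth inhibition; inconclusive means a strain exceeds 50% while the second remains under 30%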;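 further: 0% = untreated cell controls and 100% = YPD media blanks without cells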
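System – wild-type and eIF2Bepsilon-R284H mutant S. cerevisiae, screened separately · Measured by – absorbance at 595 nm (turbidity) · Timing – 16 h compound exposure during growth at 30 °C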
eIF2B yeast act: eIF2B (yeast) activity modulation; S. cerevisiae eIF2B-epsilon R284H, GCN4-lacZ luminescence; inhibition, % at 25 µM (by protocol); 27,000 compounds, 0.91% hits; AID 688;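 active means mutant luminescence inhibited past about 50% while wild type luminescence and mutant growth stay under set limits, limit read from the data; inconclusive means mutant versus wild type luminescence inhibition gap past a set limit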; further: some compounds called inactive have numbers as strong as hits
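Times: 16 h growth with compound at 30 °C, 90 min Beta-Glo step; Assay system: yeast eIF2B-epsilon R284H mutant carrying GCN4–beta-galactosidase fusion; Measure: % inhibition of reporter signal and growth versus controls; Dosing: one concentration, 25 µM, 0.25% DMSO; Buffer or medium: YPD yeast growth medium; Measured by: Beta-Glo luminescence plus absorbance at 595 nm.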
Yeast growth tox inhibition %: further read-out of Yeast growth tox, marked with its call; growth inhibition, %; S. cerevisiae eIF2Bepsilon-R284H mutant growth, A595 turbidity, 16 h;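 each compound tested once at 25 µM; 0% equals untreated cells and 100% equals cell-free medium blanks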
eIF2B yeast act mutant toxicity: recorded beside eIF2B yeast act, whose call it bears; growth inhibition, %; measured here: mutant yeast growth, toxicity;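 each compound tested once at 25 µM; zero equals untreated control growth and 100 equals blank medium absorbance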
An asterisk follows results filed as active; ? = inconclusive; / = not tested or not shown. The list is partial; rates above refer to the full screens.

Molecule,Yeast growth tox,Yeast growth tox inhibition %,eIF2B yeast act,eIF2B yeast act mutant toxicity
Cn1c(=O)c(C(=O)Nc2ccccn2)c(O)c2ccccc21,-2,22,4,22
COc1cc(NC(=O)c2ccco2)c(OC)cc1NC(=O)c1cc(OC)c(OC)c(OC)c1,-1,0,20,/
COC(=O)c1[nH]c2cccc(OC)c2c1NC(=O)CN1CCOCC1,-6,-4,-35,-4
CC(C)(C)OC(=O)N1CCC(c2c(C(=O)O)cnn2-c2ccccc2Cl)CC1,6,4,22,4
COc1cccc(-c2cc(C(=O)Nc3c(C)n(C)n(-c4ccccc4)c3=O)no2)c1,23,14,23,14
Cc1ccc(S(=O)(=O)N2CCCN(c3nc4cc(C)ccc4cc3C#N)CC2)cc1,-11,-3,13,-3
c1ccc(-n2cnc3cc(NCc4cccs4)ccc32)cc1,2,10,-1,10
CCN(CC)c1ccc2oc(=O)c(C)nc2c1,-1,5,-13,5
O=C1CC(C(=O)O)C2(CCCC2)O1 (centres undefined),14,-13,29,-13
CCOC(=O)CN(C(=O)CNC(=O)c1cccs1)C(C(=O)NC1CCCCC1)c1cccnc1 (centres undefined),-14,-17,9,-17
COc1ccccc1CN1C(=O)CCC1(C)C(=O)NCc1cccnc1 (centres undefined),-9,10,16,10
O=C(OCC1CCCN2CCCCC12)c1ccc2c(c1)OCO2 (centres undefined),-2,11,/,/
O=C(CCn1nc(-c2ccccc2)ccc1=O)NCCCN1CCCCCC1,-1,-7,-9,-7
O=C(COc1ccc(-n2cnnn2)cc1)NCCc1ccc(F)cc1,13,21,5,21
O=C(O)CCNC(=O)c1ccc(Br)o1,1,10,2,10
CC(=O)c1ccc(NCC(=O)N2CCN(c3ccccc3)CC2)cc1,3,19,9,19
N#Cc1cc2c(nc1SCc1ccccc1)CCCCC2,36,16,/,/
C=CCN(Cc1cc(OC)ccc1OC)S(=O)(=O)N(C)C,7,-3,20,-3
CCN(CC)C(=O)c1cnn(-c2ccccc2)c1NC(=O)c1cccs1,/,/,-24,/
O=C(CCn1nc(-c2ccccc2)c2ccccc2c1=O)NCC1CCCO1 (centres undefined),16,-2,-7,-2
CCCc1c(C)[nH]c2ccc(NC(C)=O)cc2c1=O,11,10,-7,10
CCOC(=O)C1CCCN(c2c(NCCCN(C)Cc3ccccc3)c(=O)c2=O)C1 (centres undefined),/,/,32,/
O=C(COc1ncnc2c(Cl)cc(Cl)cc12)N1CCCCC1,12,-14,19,-14
CC1CCCN(c2nc3c(c(=O)n(C)c(=O)n3C)n2Cc2ccccc2)C1 (centres undefined),3,-8,20,-8
COCCCNC(=O)c1ccc(Cn2c(=O)c3ccccc3n(Cc3cc(C)ccc3C)c2=O)cc1,-16,-3,/,/
CCCCOc1ccccc1C1C(C(=O)OC)=CN(CC)C=C1C(=O)OC,19,-8,20,-8
CCOC(=O)NC(Nc1cc(C)ccn1)(C(F)(F)F)C(F)(F)F,-1,6,8,6
CN1CCC(OC(=O)COc2ccccc2)CC1,20,-10,1,-10
O=C(CSc1nnc(-c2ccccc2)n1Cc1ccccc1)N1CCOCC1,-2,-14,6,-14
CCCCCCC(=O)Nc1ccc(Cl)cn1,-15,-13,16,-13
O=c1c2ccccc2nnn1Cc1nnc(-c2ccccc2Br)o1,?,/,-29,5
Cc1ccc(CNC(=O)C2CCCN(S(=O)(=O)c3c(C)noc3C)C2)cc1 (centres undefined),6,3,18,3
Cc1cc(C)nc(SCCS(=O)(=O)Cc2ccc(Cl)cc2)n1,-14,0,1,/
CCCCn1c(C(C)O)nc2ccccc21 (centres undefined),10,0,2,/
O=C(CSc1nnc(CCc2ccccc2)n1-c1ccc(Cl)cc1)NCc1ccccc1,23,3,8,3
CCSc1nnc(NC(=O)CSc2nc(C)cc(C)n2)s1,18,8,/,/
O=C(CCN1C(=O)c2ccccc2C1=O)Nc1sc2c(c1C(=O)NCc1ccco1)CCCC2,10,2,/,/
COc1ccccc1N1CCN(C(=O)c2oc3cc(C)c(C)cc3c2C)CC1,0,0,-18,/
Cc1c(C(=O)c2no[n+]([O-])c2C(=O)c2cnn(C)c2C)cnn1C,0,3,-7,3
CCS(=O)(=O)Nc1ccc(C2=NN(S(=O)(=O)c3ccc(F)cc3)C(c3ccco3)C2)cc1 (centres undefined),10,13,/,/
O=C(NCc1ccc(Cl)cc1)c1cc(=O)nc2sc(-c3ccccc3)nn12,-2,-23,-17,-23
O=C(Cn1cnc2ccccc2c1=O)Nc1ccc2c(c1)OCCO2,5,5,16,5
CCC(C)Sc1nc2ccccc2n1CC(=O)O (centres undefined),13,11,10,11
COC(=O)c1ccc(S(=O)(=O)NCc2cccc(OC)c2)n1C,-1,5,-48,5
O=P(C1=C(N2CCOCC2)/C(=C\c2ccccc2)CC1)(N1CCOCC1)N1CCOCC1,16,7,-6,7
N#CC1=C(N)C(C#N)(C#N)C2(C(=O)Nc3ccccc32)C2CCCC=C12 (centres undefined),0,4,16,4
N#CCCCSc1nnc(Cc2ccc3c(c2)OCO3)o1,14,4,9,4
Cc1nn(Cc2ccc(Cl)cc2)c(C)c1NC(=O)C1CC=CCC1C(=O)O (centres undefined),11,0,15,/
CC(C)CC(OC(=O)c1nsc(Cl)c1Cl)C(=O)NCc1cccs1 (centres undefined),6,-23,/,/
Oc1ccccc1CNc1ncc(Br)cc1Br,-39,29,-7,29
CC(C)(C)c1ccc(-c2nnc(SCCN3C(=O)c4ccccc4C3=O)o2)cc1,23,10,15,10
CCOC(=O)CSc1nnc(CNC(=O)Cc2ccccc2)n1-c1ccccc1OC,13,-2,36,-2
COCC(=O)NCCc1nc(-c2ccccc2)cs1,16,24,11,24
C1CN(CC23CC4CC(CC(C4)C2)C3)CCO1,19,-6,30,-6
COC(=O)[C@H](C)NC(=O)NC1CCN(Cc2ccccc2)CC1,3,5,-4,5
N#CC1=C(O)C(c2ccccc2)n2c1nc(=O)c1ccccc12 (centres undefined),-17,14,41,14
CCc1nnc(NC(=O)C2CC(=O)N(c3ccc(C)cc3)C2)s1 (centres undefined),22,14,21,14
CCOC(=O)C1CCN(Cc2ccc(F)c(F)c2)CC1,9,3,17,3
COc1ccccc1OCCn1c(CO)nc2ccccc21,17,19,28,19
O=[N+]([O-])c1ccc(NC(=S)N/C(=N/CS(=O)(=O)c2ccccc2)c2ccccc2)cc1,1,0,22,/

More entries follow.
Molecule,Yeast growth tox,Yeast growth tox inhibition %,eIF2B yeast act,eIF2B yeast act mutant toxicity
CCCc1nc(N)c(C#N)c(-c2ccco2)c1CC,8,-11,/,/
CC(C)(C)C(=O)/C=C(N)/C=C/c1ccccc1,17,12,18,12
CCN(CC)S(=O)(=O)c1cccc(-c2nnc(SCC(=O)NCCC3=CCCCC3)n2N)c1,48,-21,15,-21
CCCNC(=O)c1ccccc1NC(=O)CN(c1ccccc1OCC)S(C)(=O)=O,1,8,-2,8
CCOc1ccc(NC(=O)CNC(=O)c2ccc(OC)c(OC)c2)cc1,9,9,10,9
COc1ccc(CCNC(=O)CSc2nnnn2-c2ccccc2)cc1,11,-5,19,-5
c1ccc(-c2nccc(-c3ccc(-n4cnc5ccccc54)cc3)n2)cc1,26,45,-8,45
CCOC(=O)c1cc2c(=O)n(C)c3ccccc3c2s1,-2,-27,12,-27
COc1cccc(-c2nc(N3CCN(Cc4ccccc4)CC3)c3ccccc3n2)c1O,0,-27,20,-27
CCCn1c(N)c(C(c2ccc(OC)cc2)N2CCN(c3ccccc3)CC2)c(=O)[nH]c1=O (centres undefined),8,16,/,/
COCCn1nnnc1C(c1ccc(C(F)(F)F)cc1)N1CCOCC1 (centres undefined),-7,0,-62,/
COc1ccc(C)cc1NC(=O)CSc1nc(SC)ns1,-3,14,5,14
CCOC(=O)C1CCCN(c2c(NCCCN(CC)c3cccc(C)c3)c(=O)c2=O)C1 (centres undefined),-5,10,-13,10
O=C(c1ccc(COc2ccc(F)cc2)o1)n1cc(Br)cn1,-10,-19,/,/
COc1ccccc1C1(O)CCN(C(=O)c2cccs2)CC1,8,17,-4,17
COc1ccc(-c2noc(CCC(=O)N3CCC(C)CC3)n2)cc1,17,0,11,/
COCCNc1nc2c(c(=O)n(C)c(=O)n2C)n1Cc1cccc(C(F)(F)F)c1,/,/,28,/
O=C(CSc1nnc(CNc2ccc(F)cc2)n1Cc1ccco1)N1CCCC1,/,/,4,/
CCCCCc1nnc(N)s1,0,18,12,18
CN(C)Cc1cc(C(C)(C)c2cc(CN(C)C)c(O)c(CN(C)C)c2)cc(CN(C)C)c1O,9,-9,4,-9
CCOC(=O)C1=C(C)OC(N)=C(C#N)C1c1cc(C)sc1C (centres undefined),-7,14,-2,14
CCC(C)NC(=O)c1cc(C)no1 (centres undefined),4,13,27,13
COC(=O)CSc1nc(-c2ccccc2)cc(-c2ccco2)c1C#N,-6,-9,12,-9
O=C(NC1CCCCC1)c1ccc2c(=O)n(CC3CCCO3)c(=O)[nH]c2c1 (centres undefined),17,-13,33,-13
Nc1nc(NCc2ccccc2)nc(-c2ccccc2)n1,4,-10,44,-10
Cc1ccc(-c2nnc3ccc(SCC(=O)NCc4ccco4)nn23)cc1,8,-17,43,-17
Nc1ncn(C23CC4CC(CC(C4)C2)C3)n1,24,11,-47,11
CCOC(=O)c1oc2ccc(CNC(C)(C)C)c(Cl)c2c1C,-1,-6,/,/
CCOC(=O)c1sc(NC(C)=O)nc1C,-1,12,/,/
CCOc1ccc(-c2nc(N)ncc2Oc2ccccc2Br)c(O)c1,-13,-15,4,-15
O=C(NCc1ccco1)c1ccc2c(=O)n(CCC3=CCCCC3)c(=O)[nH]c2c1,-26,-15,23,-15
COC(=O)C1=C(C)Nc2c(c(=O)n(C)c(=O)n2C)C1c1cccs1 (centres undefined),46,12,17,12
Cc1cccc(NC(=O)C2CCN(c3nc(C)cc(C)n3)CC2)c1,11,15,2,15
Cc1cc(C)c(S(=O)(=O)Nc2ccc[nH]c2=O)c(C)c1,4,-19,5,-19
Cc1ccc(Nc2ccccc2)cc1,24,4,9,4
CCC(Sc1nc2ccccc2c(=O)n1CCN1CCOCC1)C(=O)NCc1cccnc1 (centres undefined),-15,-4,10,-4
CC(=O)c1c(N2CCOCC2)nc(=O)n(-c2ccccc2)c1C,-10,6,16,6
CCOC(=O)c1c(C)oc2cc(Br)c(OC)cc12,4,-11,18,-11
CS(=O)(=O)N(CC(=O)Nc1ccc(C(N)=O)cc1)C1CCCCC1,7,11,21,11
Cc1cc(C)n(-c2cc(-n3nc(C)cc3C)ncn2)n1,13,-11,14,-11
O=C(O)C1Nc2c(C(=O)N3CCOCC3)cccc2C2C=CCC12 (centres undefined),13,4,23,4
COc1ccc(CC(=O)c2cc(OC)c(OC)cc2CC(=O)O)cc1OC,6,5,-35,5
O=C(c1cnn2c(C(F)(F)F)cc(-c3cccs3)nc12)N1CCN(Cc2ccccc2)CC1,-29,-17,13,-17
COc1ccc(C2SCCN2S(=O)(=O)c2ccccc2)cc1OC (centres undefined),19,19,13,19

By substructure: the entries above containing a Cl atom (9)
Molecule,Yeast growth tox,Yeast growth tox inhibition %,eIF2B yeast act,eIF2B yeast act mutant toxicity
CC(C)(C)OC(=O)N1CCC(c2c(C(=O)O)cnn2-c2ccccc2Cl)CC1,6,4,22,4
O=C(COc1ncnc2c(Cl)cc(Cl)cc12)N1CCCCC1,12,-14,19,-14
CCCCCCC(=O)Nc1ccc(Cl)cn1,-15,-13,16,-13
Cc1cc(C)nc(SCCS(=O)(=O)Cc2ccc(Cl)cc2)n1,-14,0,1,/
O=C(CSc1nnc(CCc2ccccc2)n1-c1ccc(Cl)cc1)NCc1ccccc1,23,3,8,3
O=C(NCc1ccc(Cl)cc1)c1cc(=O)nc2sc(-c3ccccc3)nn12,-2,-23,-17,-23
Cc1nn(Cc2ccc(Cl)cc2)c(C)c1NC(=O)C1CC=CCC1C(=O)O (centres undefined),11,0,15,/
CC(C)CC(OC(=O)c1nsc(Cl)c1Cl)C(=O)NCc1cccs1 (centres undefined),6,-23,/,/
CCOC(=O)c1oc2ccc(CNC(C)(C)C)c(Cl)c2c1C,-1,-6,/,/
